# Screening data as filed in PubChem.
# Mcl1-Bid inh: Mcl-1/Bid interaction inhibition | Q07820 | TR-FRET Mcl-1/Bid-Dy647 peptide binding, 1536-well | inhibition, % at 21.7 µM | 220,000 tested, 0.97% active | AID 1021;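 active = compounds that cut the binding signal by more than half at the single screening dose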;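 also: His-tagged Mcl-1 with europium anti-His antibody binding Bid BH3 peptide; 0% = Mcl-1 plus peptide wells and 100% = peptide-only wells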
# Target sequence (Q07820 whole entry, looked up): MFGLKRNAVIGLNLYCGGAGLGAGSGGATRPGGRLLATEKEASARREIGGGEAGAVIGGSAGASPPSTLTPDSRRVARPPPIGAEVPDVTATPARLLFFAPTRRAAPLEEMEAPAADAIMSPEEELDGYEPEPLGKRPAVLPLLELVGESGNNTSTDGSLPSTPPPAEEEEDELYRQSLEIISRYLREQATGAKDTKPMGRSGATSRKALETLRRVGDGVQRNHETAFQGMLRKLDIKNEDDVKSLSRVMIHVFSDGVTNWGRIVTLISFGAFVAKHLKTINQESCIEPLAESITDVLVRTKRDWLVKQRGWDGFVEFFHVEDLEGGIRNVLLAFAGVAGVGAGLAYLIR
# Bim-Mcl-1: inhibitors of Bim-Mcl-1 interaction, human | Q07820 | Bead-based flow cytometry, Bim peptide-Mcl-1 binding | inhibition, % at 10 µM | 190,000 tested, 0.1% active | AID 1009; in the data active = inhibition above about 40%;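 also: 0% = no compound tracer wells and 100% = peptide blocker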
# Rac1 wt modul: modulators of human Rac1 wildtype GTP binding. P63000. GST-Rac1 beads, fluorescent GTP binding, flow cytometry; actives lie on both sides; 0 = cold GTP competed, 100 = untreated. GTP binding activity (% of control), % at 10 µM. 190,000 tested, 0.27% active. AID 757;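 active = GTP binding activity at least 20 points away from the 100% control level, either lower or higher; inconclusive = compound flagged as likely green fluorescent, judged across all proteins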
# HRas wt GTP bind: changes GTP binding to wildtype human HRas. P01112. GST-Ras wt beads, Bodipy-FL-GTP binding, flow cytometry; actives lie on both sides. GTP binding activity, % at 10 µM. 190,000 tested, 0.14% active;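 active = GTP binding activity at least 20% away from the 100% baseline, either lowered as inhibitor or raised as activator; inconclusive = flagged as likely green fluorescent, judged across all proteins in the well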;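 also: 0% = unlabeled GTP competition control and 100% = no-compound control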
# Target sequence (P01112 whole entry, looked up): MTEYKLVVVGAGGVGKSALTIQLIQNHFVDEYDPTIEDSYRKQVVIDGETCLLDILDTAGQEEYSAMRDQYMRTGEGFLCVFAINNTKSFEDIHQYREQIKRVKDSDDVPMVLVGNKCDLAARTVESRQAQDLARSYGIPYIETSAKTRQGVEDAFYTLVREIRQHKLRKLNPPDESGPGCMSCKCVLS
# Rac1 mut GTP: modulators of GTP binding to human Rac1 activated mutant; P63000; GST-Rac1 activated beads, fluorescent GTP binding, flow cytometry; actives lie on both sides; 100% means binding = to untreated wells; percent activity (GTP binding), % at 10 µM; 190,000 tested, 0.11% active; AID 764;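 active = GTP binding at least 20 percentage points away from the 100% baseline, in either direction, so actives lie on both sides; inconclusive = Compound likely fluorescent itself, or too few beads counted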
# Rab7 wt GTP bind: dog Rab7 wildtype GTP binding, inhibitors and activators. 190,000 tested, 0.055% active. GTP binding activity (percent of control), % at 10 µM. GST-Rab7 beads, fluorescent GTP binding, flow cytometry; actives lie on both sides; untreated = 100%, excess cold GTP = 0%;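 active = fluorescent GTP binding to Rab7 beads changed by at least 20 points from the 100% baseline, either direction, mostly lower; inconclusive = compound itself probably fluorescent, or too few beads counted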;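 also: median green fluorescence of bound Bodipy-FL-GTP per Rab7 bead population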
# Pf gametocyte: kills late stage P. falciparum gametocytes. AID 743093. inhibition, % at 10.9 µM. 150,000 tested, 0.065% active. P. falciparum stage V gametocytes, ATP luminescence, 24 h;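 active = inhibition above the mean plus 3 SD of compounds within the control limits, set per campaign, cut at about 38% in these data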;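 also: 0% = DMSO wells and 100% = medium only without gametocytes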
# Mcl1-Noxa inh: Mcl-1/Noxa interaction inhibition; Q07820; TR-FRET Mcl-1/Noxa peptide binding, 2 h; inhibition, % at 21.7 µM; 220,000 tested, 1.5% active; AID 1022;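 active = compounds that cut the protein-peptide binding signal by more than 50% relative to plate controls in a single-dose test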;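 also: His-tagged Mcl-1 with rhodamine Noxa BH3 peptide and terbium anti-His antibody; 0% = Mcl-1 plus Noxa peptide wells and 100% = peptide-only wells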
# Cdc42 wt GTP: human Cdc42 wildtype GTP binding change, either direction; P60953; 190,000 tested, 0.2% active; percent activity (GTP binding), % at 10 µM; GST-Cdc42 beads, Bodipy-GTP binding, flow cytometry; actives lie on both sides;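 active = percent activity GTP binding at least 20 points away from the 100% baseline, either down as inhibitor or up as activator; inconclusive = compound flagged as likely green fluorescent from well-wide comparison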;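 also: median bead fluorescence of bound Bodipy-FL-GTP at 100 nM; 0% = excess unlabeled GTP control and 100% = no compound control; below 100% means less GTP binding so inhibitor and above means activator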
# Target sequence (P60953 whole entry, looked up): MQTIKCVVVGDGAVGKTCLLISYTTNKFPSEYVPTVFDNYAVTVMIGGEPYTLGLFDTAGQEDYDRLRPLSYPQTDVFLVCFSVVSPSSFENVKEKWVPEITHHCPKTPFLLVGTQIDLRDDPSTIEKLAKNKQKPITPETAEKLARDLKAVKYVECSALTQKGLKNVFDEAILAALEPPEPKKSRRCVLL
# Avidin fluor: compound fluoresces at 488/530 nm on avidin beads; compound fluorescence 488/530 nm, flow cytometry; active compounds read high; fluorescence (KMESF) at 10 µM; 220,000 tested, 0.38% active; AID 1775; in the data active = fluorescence above about 47; also: inactives centre near 10
# Rab2 wt GTP: changes GTP binding to wildtype dog Rab2A, up or down; GST-Rab2 wt beads, Bodipy-GTP binding, flow cytometry; P61105; GTP binding activity, % at 10 µM; 190,000 tested, 0.19% active;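 active = GTP binding activity at least 20 points away from 100%, either lowered or raised; inconclusive = signal likely due to the compound's own green fluorescence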;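 also: 0% = beads with excess unlabeled GTP and 100% = no-compound control corrected for plate trend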
# The depositor's hits bear a star; ? = inconclusive; nt = not tested or not shown.
smiles	Avidin fluor	HRas wt GTP bind	Mcl1-Noxa inh	Rab7 wt GTP bind	Rac1 mut GTP	Mcl1-Bid inh	Pf gametocyte	Bim-Mcl-1	Rab2 wt GTP	Cdc42 wt GTP	Rac1 wt modul
O=c1c2ccccc2oc2nc3ccn(Cc4ccncc4)c(=O)c3cc12	31	93	13	95	94	13	nt	0	93	94	95
CCc1c(C)nc(N)c(C#N)c1-c1ccccc1	10	95	9	94	96	12	4	-1	95	97	95
CCOC(=O)N1CCC(n2c(=S)[nH]c3cc(OCC)c(OCC)cc3c2=O)CC1	11	101	-10	102	98	-5	7	-2	102	102	103
N#CC(c1ccccn1)c1ncc(C(F)(F)F)cc1Cl (centres undefined)	9	96	0	95	93	-21	21	-2	98	97	97
O=C1c2ccccc2NC(c2ccco2)N1NS(=O)(=O)c1ccccc1 (centres undefined)	9	93	-10	94	92	-18	nt	0	93	94	93
O=C(Nc1ccccc1-c1nnc(SCc2ccc(Cl)cc2Cl)o1)c1ccccc1	15	99	20	103	97	-9	-19	-5	99	99	102
CC(NC(=O)c1cccs1)C(c1cccs1)N1CCOCC1 (centres undefined)	5	101	19	101	100	4	nt	nt	100	101	105
CCn1c(C)c(C(C)=O)c(N2CCN(c3ccccc3)CC2)nc1=S	6	98	1	96	96	-45	-16	1	97	100	100
O=C(O)CCCCCN1C(=O)CSC1=S	20	100	18	97	98	-16	17	-1	100	101	98
COc1ccc(/C(C)=N/Nc2cc(C(F)(F)F)ccc2Cl)c(OC)c1	6	99	-5	100	100	5	nt	0	101	99	105
Cc1cc(C(=O)N/N=C/c2sccc2C)no1	7	103	-17	100	101	-27	nt	0	103	101	106
Cc1ccc(NC(=S)N=Nc2c(O)[nH]c3ccccc23)cc1	13	87	-15	87	89	-57	-4	2	84	86	84
CCCNS(=O)(=O)c1ccc(CCC(=O)N2CCOCC2)cc1	18	102	2	101	100	-38	nt	-3	99	102	106
Cc1cccc(NC(=S)N/C(=N/S(=O)(=O)c2ccccc2)c2ccccc2)c1	4	104	24	104	98	32	20	-7	104	103	104
CN1C(=O)/C(=C/c2ccccc2OCc2ccc(F)cc2)N(C)C1=S	17	96	12	97	98	14	-7	-4	96	98	98
CC1/C(=N/O)CC(c2ccccc2)N(C)C1c1ccccc1 (centres undefined)	20	101	4	98	97	1	nt	-3	100	97	103
N#C/C(=C(/O)COc1ccc(Cl)cc1)c1nc2ccccc2s1	9	91	2	91	88	-9	1	0	87	87	95
CCOC(=O)N1CCC(N(CCCOC)C(=O)Nc2ccc(CC)cc2)CC1	5	105	-5	101	103	-12	-5	-3	104	106	106
Cc1ccc(CNC(=O)c2oc3ccc(S(=O)(=O)N4CCC5(CC4)OCCO5)cc3c2C)cc1	29	97	-5	96	93	-3	nt	-3	96	98	96
Cc1c(CN2CCCCC2C)c(=O)n(-c2ccccc2)n1C (centres undefined)	8	94	nt	91	93	-13	-14	0	93	96	92
COC(=O)c1ccc(CN2CCN(C3CCCCC3)C(CCO)C2)cc1 (centres undefined)	3	98	10	106	95	-7	-11	-2	101	99	101
Cc1ccc(C(=O)Nc2nccs2)cc1S(=O)(=O)N1CCCCC1	9	101	12	103	101	-2	nt	0	101	102	105
Cc1ccc(NC(=S)N2CCSC2c2cccs2)cc1 (centres undefined)	14	92	-1	91	92	-52	nt	0	93	94	93
Cc1ccc(/C=N/NC(=O)c2cc(C3CC3)nc3ccccc23)o1	13	97	7	99	97	-12	5	-6	97	98	97
CC(C)(C)c1ccc(/C=C/C(=O)Nc2nncs2)cc1	5	105	2	107	101	-27	nt	0	103	103	104
O=C(NCCCCc1ccccc1)C1CC(c2cccc([N+](=O)[O-])c2)=NO1 (centres undefined)	32	97	-14	94	96	1	nt	-1	97	99	99
O=C(Nc1cccc(C(F)(F)F)c1)c1n[nH]c(Cn2cncn2)n1	35	101	7	99	100	-4	0	-1	100	103	99
Cc1cc(C)nc(N(C#N)Cc2ccc(Br)cc2)n1	13	97	10	97	97	1	nt	-3	98	99	97
O=C(Nc1cc(C(F)(F)F)ccc1Cl)c1cc2nc3c(c(C(F)(F)F)n2n1)CCCC3	8	99	-30	99	97	-1	-3	0	98	99	102
Cc1cc(=O)[nH]c(SCC2COC3(CCCCC3)O2)n1 (centres undefined)	15	99	9	102	96	5	nt	0	102	101	99
CN(C)/C=C(/C(=O)c1ccc(Cl)cc1Cl)S(=O)(=O)c1ccccc1	6	95	8	97	95	-2	4	1	97	94	95
O=C(Nc1ccccc1)OC(CN1CCCCC1)C(F)(F)F (centres undefined)	4	100	8	100	100	-21	-9	1	99	102	103
O=C(NCc1ccccc1)C1CC2CCCC(C1)C2=O (centres undefined)	30	104	-18	104	100	-10	5	-1	103	103	108
O=C(CCc1nc(-c2ccccc2)c(-c2ccccc2)o1)OCc1ccc(Br)cc1	4	101	-7	102	100	5	nt	0	101	103	104
CC(=O)Nc1ccc(NC(=O)CCC(=O)OCC(=O)c2ccc(C)c([N+](=O)[O-])c2)cc1	7	98	12	97	95	-40	14	-1	98	98	99
CCCC(CCC(=O)NC1CCCCC1)C(=O)O (centres undefined)	9	102	12	103	97	7	-8	0	101	101	107
O=C1CSC(c2nn(-c3ccccc3)cc2-c2cc3ccccc3oc2=O)N1Cc1ccco1 (centres undefined)	8	99	1	99	97	-3	nt	0	101	103	105
O=C(Nc1ccc(Cl)c([N+](=O)[O-])c1)ONC1=NCCCCC1	8	96	15	105	92	-17	31	-1	102	98	96
CC(=O)Nc1ccc(NS(=O)(=O)c2ccc(C)cc2)c([N+](=O)[O-])c1	9	96	-1	94	96	7	nt	-3	96	99	99
C=CCc1cc(Cl)ccc1OCCN1CC(C)OC(C)C1 (centres undefined)	7	95	14	91	96	1	nt	2	95	95	95
COc1c(Cl)cc(Cl)cc1/C=C/C(=O)c1ccc(NC(=O)c2cccs2)cc1	-1	96	18	94	99	-12	-14	-8	97	98	102
CN1CCN(c2ccc(NC(=O)c3ccc4c(c3)OCCO4)cc2)CC1	9	97	13	97	96	-8	-2	-1	96	98	98
CN(CCCC(=O)NCc1ccco1)S(=O)(=O)c1ccccc1	27	97	-11	93	95	-12	nt	0	95	97	94
CC1CC(C)CN(C(=O)Cn2cc(C=O)c3ccccc32)C1 (centres undefined)	7	101	-12	104	98	-2	-5	0	101	104	103
CCN(CC)C(=O)CSc1nnc(-c2ccccc2)n1N	6	100	0	101	100	2	2	-1	99	97	102
COc1ccc(C)cc1N(C(=O)c1ccc(F)cc1)c1nc2ccccc2s1	11	98	2	100	97	59*	12	0	97	94	103
CCOc1cc(C(=S)N2CCCCC2)ccc1OCC(=O)NCc1ccccc1	1	98	19	99	97	-27	-2	15	99	98	96
CCc1ccc(CNC(=O)C2CC(=O)N(CCc3ccc(C)cc3)C2)cc1 (centres undefined)	5	103	11	103	101	5	nt	0	103	104	104
Cc1ccc2nc(Cl)c(C3CC(c4cccs4)=NN3S(C)(=O)=O)cc2c1 (centres undefined)	8	99	13	102	97	1	11	-3	98	97	100
O=S(=O)(c1ccc(F)cc1)N1CCN=C1SCc1cccnc1	6	100	15	107	96	-16	1	-4	99	97	101
CCOC(=O)Nc1ccc(S(=O)(=O)Nn2cnnc2)cc1	29	100	1	100	100	9	-1	-3	102	100	101
COC(=O)C1C(=O)NCC1c1ccccc1 (centres undefined)	26	93	4	95	91	-9	nt	-2	90	90	93
CC1CN(C(=S)SCC(=O)c2ccc(Cl)cc2)CC(C)O1 (centres undefined)	21	100	21	100	99	1	4	-1	102	104	103
O=C(NC(=O)N1CCN(c2ccc(F)cc2)CC1)c1ccccc1	15	96	-11	93	96	-12	17	-3	96	99	93
COc1cc(S(=O)(=O)N(C)C)ccc1Br	7	99	13	98	97	-4	nt	-1	98	100	101
Cc1ccccc1-n1nnnc1SCC(=O)NCC1CCCO1 (centres undefined)	11	98	20	97	97	-8	-15	-8	98	98	100
CC(=O)c1ccc(-n2nncc2-c2ccc([N+](=O)[O-])cc2)cc1	11	?	20	?	?	27	-27	-1	?	?	?
COc1ccccc1C1CC(=O)NC(C)=C1C(=O)OC(C)C (centres undefined)	10	94	-1	93	92	2	-7	-2	94	92	93
CCOc1ccc(C(c2c(C)[nH][nH]c2=O)c2c(C)[nH][nH]c2=O)cc1OC	12	101	19	101	94	-32	nt	-4	102	101	103
O=C1C2CCCN2C(c2ccc(Cl)cc2)N1c1nccs1 (centres undefined)	39	100	-6	97	99	1	-3	-1	101	99	104

# Additional compounds follow.
smiles	Avidin fluor	HRas wt GTP bind	Mcl1-Noxa inh	Rab7 wt GTP bind	Rac1 mut GTP	Mcl1-Bid inh	Pf gametocyte	Bim-Mcl-1	Rab2 wt GTP	Cdc42 wt GTP	Rac1 wt modul
CN(C)S(=O)(=O)c1ccc(N2CCCC2)c(C(=O)N2CCN(c3ccc([N+](=O)[O-])cc3)CC2)c1	9	?	7	?	?	-16	-9	0	?	?	?
CCOC(=O)C1CCN(C(=O)NS(=O)(=O)c2ccc(C)cc2)CC1	10	97	18	97	98	-21	-5	-2	99	101	101
CCOC(=O)c1c(NC(=O)CN2CCCCC2)sc2c1CCN(C(=O)OCC)C2	30	100	11	101	99	2	9	-1	98	96	102
CCOC(=O)c1cnn(-c2ccccc2)c1NC(=O)C(F)(F)C(F)(F)C(F)(F)F	10	101	12	105	97	-14	-1	5	101	105	106
Cc1cc(=O)n2ccsc2n1	4	100	1	103	98	3	-5	1	100	101	106
O=C(O)CN1CCCCC1	11	99	6	102	97	14	2	-1	97	99	99
O=C(/C=C/N1CCN(Cc2ccccc2)CC1)C(F)(F)F	8	97	2	94	95	-17	-26	-1	97	98	98
CCOC(=O)c1sc2nc(CC(C)C)c3c(c2c1N)CCC3	9	99	1	101	99	-22	-2	13	98	98	99
CCOC(=O)Cc1nn(Cc2ccccc2)c(=O)c2ccccc12	11	100	-2	104	96	-24	1	-3	100	97	97
COc1ccc(-n2c(SCC3OCCO3)nc3c(sc(=S)n3-c3ccccc3)c2=O)cc1OC	10	101	6	104	93	-20	2	0	102	97	98
O=C(CCCNS(=O)(=O)c1cccc2nsnc12)NC1CCCCC1	14	99	9	98	100	-12	-16	-3	98	101	101
O=c1oc2ccccc2c(NCCO)c1[N+](=O)[O-]	10	99	-2	103	92	-17	20	0	99	98	96
Cc1ccccc1-c1nc(CSc2nc3c(c(=O)[nH]2)CCC3)c(C)o1	6	97	4	93	98	-5	nt	-3	97	98	102
